Screening data as filed in PubChem BioAssay.
All columns: NCI-60 one-dose screen, growth in % after 48 h at 10 µM unless noted; 100 = growth as untreated, 0 = no growth, -100 = all killed.
SF-539: SF-539 CNS cancer | AID 1794752 | 6.8% of 81,000 active
CAKI-1: CAKI-1 renal cancer | 4.7% of 75,000 active
SF-268: SF-268 CNS cancer cells; 3.1% of 82,000 active; AID 1794759
SNB-19: SNB-19 CNS cancer cells | 2.5% of 81,000 active | AID 1794751
A498: A498 renal cancer cells; 5.4% of 76,000 active; AID 1794774
SNB-75: SNB-75 CNS cancer; 5% of 79,000 active
RXF 393: RXF 393 renal cancer cells; 6.9% of 77,000 active; AID 1794773
ACHN: ACHN renal cancer; AID 1794771; 4.9% of 81,000 active
Numbers without * were called inactive; / = not tested or not shown; & = joins results of further samples. The calls were made as follows: active = growth percent below 10; inactive = the rest. Rows are unselected, and some 12% of all compounds hit somewhere here.

Under each structure: SNB-19, SNB-75, CAKI-1, RXF 393, A498, SF-268, SF-539, ACHN
> CCCCCCCC[Si](OCC)(OCC)OCC
→ 100, 85, 55, 104, 105, 104, 99, 98
> CC(=O)Nc1cc2cc(N=CN(C)C)ccc2oc1=O
→ 101, 101, 108, 101, 79, 117, 105, 105
> COc1cc2[nH]c(C(=O)c3cc(OC)c(OC)c(OC)c3)c(N)c2cc1C#Cc1ccccc1
→ 75, 64, /, 70, 62, 86, 91, 89
> COc1ccc(NC(=O)C(/C=N\C(=S)NNC(C)=O)=C(\C)O)cc1
→ 108, 97, 104, 118, 91, 104, 111, 102
> CCN(CC)CCCC(C)N/C(c1cccc(OC)c1)=c1\c(=O)[nH]n(-c2c3ccccc3nc3ccccc23)c(=O)\c1=C(/NC(C)CCCN(CC)CC)c1cccc(OC)c1 (centres undefined)
→ 13, -23*, 1.6*, -78*, -86*, -49*, -91*, -62*
> COc1ccc(Br)cc1NC(=O)Nc1cccc2c1ccn2Cc1ccnc(N)c1
→ 37, 27, 15, 16, -2.5*, 48, 28, 24
> COC(=O)C(CCc1ccccc1[N+](=O)[O-])C(=O)OC
→ 101, 76, 100, 101, /, 100, 96, 96
> CCCCCCCCCCCCCCCC[N+](C)(CCO)Cc1cnc[nH]1 (centres undefined)
→ -99*, -87*, 41, -45*, -5.4*, -66*, -54*, 3.1*
> Cc1ccc(Oc2nc(SCC(=O)Nc3nc4ccc(C)cc4s3)nc(-c3ccccc3)c2C#N)cc1
→ 95, 85, 66, 99, 95, 91, 91, 92
> CCNCCCC(C)Nc1cc(OC)cc2cccnc12 (centres undefined)
→ 86, 82, 85, 87, 47, 89, 94, 92
> COc1cccc(-c2c(C#N)nnn2-c2cccc(Cl)c2)c1
→ 98, 76, 87, 84, 94, 105, 93, 94
> O=C1CSC(=S)N1Cc1ccccc1
→ 100&103, 73&95, 98&101, 95&131, 86&99, 99&111, 100&125, 106&102
> CCCCOc1ccc(/C(C)=N/Nc2cc(C)nc3ccc(Br)cc23)cc1
→ 92, 103, 83, 94, /, 96, 99, 103
> COc1cc(-c2nc(SCC(C)C)nc(N3CCOCC3)c2C#N)cc(OC)c1OC
→ 96, 63, 66, 113, 62, 96, 92, 92
> c1ccc2c(c1)CN1CCCC3=C(c4cncnc4)c4ccccc4C321 (centres undefined)
→ 94, 90, 93, 109, 103, 99, 97, 103
> COc1ccc2oc(=O)cc(-c3cc(-c4cc5ccccc5oc4=O)nc(N)c3C#N)c2c1
→ 92, 80, /, 101, 101, 96, 95, 99
> Cc1nc2cc(Nc3nc(Nc4ccc(F)cc4)nc(N4CCOCC4)n3)ccc2n1Cc1ccccc1
→ 91, 86, /, 27, 40, 72, 67, 60
> C#CCOC(=O)[C@H](CC)[C@H]1CC[C@H](C)[C@H]([C@@H](C)[C@H](O)[C@H](C)C(=O)[C@H](CC)C2O[C@]3(C=CC(=O)[C@]4(CC[C@@](C)([C@H]5CC[C@](O)(CC)[C@H](C)O5)O4)O3)[C@H](C)C[C@@H]2C)O1 (some centres undefined)
→ 80, 64, 39, 74, 91, 62, 84, 78
> COc1ccc(-c2nc(SCCC(C)C)nc(N/N=C\c3ccc(Cl)cc3)c2C#N)cc1
→ 38, 31, 61, 73, 97, 68, 68, 30
> c1ccc2c(Cn3cc(CSc4nc5ccccc5s4)nn3)cccc2c1
→ 94, 96, 69, 90, 100, 89, 101, 90
> CCCCCC(C)NCC(C)(C)O (centres undefined)
→ 101, 104, 94, 122, 102, 99, 116, 110
> COc1cc2c(c(OC)c1OC)CCC(c1cccc(NC(=O)c3cccc(Cl)c3)c1)O2 (centres undefined)
→ 92, 86, 98, 96, 64, 91, 103, 91
> O=[N+]([O-])c1ccc(N/N=C/c2c(O)ccc3ccccc23)nc1
→ 63, 69, 6.4*, 67, 111, 46, 46, 15
> COC(=O)C(=[N+]=[N-])C(=O)c1ccc([N+](=O)[O-])o1
→ 93, 103, 104, 81, 69, 92, 104, 67
> CCCCN1CCN(c2ccc3nc(-c4ccc5nc(-c6ccc(OC)c(OC)c6)[nH]c5c4)[nH]c3c2)CC1
→ 0.6*, 6.6*, 2.3*, -98*, /, 21, -82*, 2.5*
> O=C(/C=C\c1ccco1)/C=C/c1ccco1
→ 105, 94, 107, 100, 97, 113, 108, 110
> Cn1c(=O)c2[nH]c(C3CC=CCC3)nc2n(C)c1=O (centres undefined)
→ 100, 94, 118, 115, 105, 96, /, 101
> COC(=O)C(=CC(Cl)(Cl)Cl)C(=O)OC
→ 103, 95, 100, 109, 99, 102, 96, 101
> CN(C)CC(=O)Nc1ccc(Cn2nnc3c2C(=O)c2nnn(Cc4ccc(NC(=O)CN(C)C)cc4)c2C3=O)cc1
→ -75*, -93*, 42, -77*, -91*, -49*, /, -16*
> CCSCN1CC(C)N(CSCC)CC1C (centres undefined)
→ /, 102, 75, 116, 102, 113, 100, 105
> CCCCN(CCCC)CCC(O)c1cc2c(Cl)cc(Cl)cc2c2cc(C(F)(F)F)ccc12 (centres undefined)
→ 88, 83, 68, 57, 74, 87, 75, 70
> COc1cc(CNC(=O)/C=C/C=C/c2ccc3c(c2)OCO3)ccc1OCc1cn(-c2ccccc2)nn1
→ 87, 78, 72, 65, 105, 108, 85, 78
> Nc1ccc2[nH]ncc2c1
→ 99, 104, 109, 129, 93, 106, 105, 100
> Clc1ccc(Sc2nc(Cl)nc(NC3CCCC3)n2)cc1
→ 103, 88, 95, 105, 96, 94, 93, 98
> COC(=O)c1oc2c(C(C)=O)c(OCCCN(C)C)ccc2c1C
→ 103, 91, /, 96, 125, 207, 124, 107
> COC1CC(C)=Nc2nc(NN)nn21 (centres undefined)
→ 97, 98, 91, 128, 116, 105, 96, 105
> CCCC/C=C/[C@@H]1C[C@H]1CCO
→ 96, 90, 99, 108, 102, 104, 103, 104
> Cc1cccc(C)c1Nc1nnc(-c2ccccc2)s1
→ 103, 88, 99, 104, 99, 102, 97, 104
> COc1ccc(Nc2[nH]n3c(=O)cc(C)nc3c2C(=O)Nc2ccccc2)c(OC)c1
→ 89, /, 90, 123, 93, 103, 84, 90
> Cc1ccc(C(C)O)cc1 (centres undefined)
→ 102, 93, 102, 109, 112, 109, /, /
> COc1ccc(-c2cc(-c3cc(OC)c(OC)c(OC)c3)c(C#N)c(=O)n2Cc2ccc(C(=O)NO)cc2)cc1
→ 92, 67, 86, 102, 75, 91, 89, 102
> O=C(COc1cccc(/C=C2\Oc3ccccc3C2=O)c1)c1ccc([N+](=O)[O-])cc1
→ 91, 82, 108, 98, 100, 96, 97, 101
> Cc1ccc(CN(C)C)o1
→ 101, 87, 101, 98, 103, 98, 92, 99
> N#CCN(CC#N)CCN(CC#N)CC#N
→ 103, 127, /, 113, 81, 113, 109, 108
> O=C(CSC(=S)N1CCN(Cc2ccccc2)CC1)Nc1nc2ccccc2s1
→ 100, 81, 85, 114, 118, 105, 105, 100
> COc1cc(/C=C/C(=O)c2ccc(Nc3nc(NCCO)nc(N4CCOCC4)n3)cc2)cc(OC)c1OC
→ 30, 10, 24, 6.8*, 2.2*, 18, -5.4*, 23
> O=C(c1ccccc1)C(Nc1ccccc1)c1ccccc1 (centres undefined)
→ 101, 80, 87, 103, 95, 93, 97, 89
> CC(=O)N1CCCCC1
→ 102, 97, 98, /, 102, 113, 99, 91
> CCc1cccc2c1S/C(=C/c1ccc(Cl)cc1)C2=O
→ 95, 73, 87, 105, 113, 93, 89, 91
> O=S(=O)(c1ccccc1)N1CCN(c2nc(-c3ccccc3)nc3nc(-c4ccccc4)oc23)CC1
→ 99, 96, 95, 120, 94, 110, 98, 101
> CCc1nc2cc(/C=C/C(=O)NO)ccc2c(=O)n1CCc1ccc(F)cc1
→ 24, 31, 0.1*, -29*, -26*, 9.3*, 4.1*, -27*
> CCOC(=O)CC(NC(=O)c1cccc(NCc2ccc(C(=N)N)cc2)c1)c1ccccc1 (centres undefined)
→ 91, 83, 95, 107, 81, 96, 97, 106
> COc1ccc(Nc2ncc(I)c(NCCCNC(=O)C3CCC3)n2)cc1
→ 25, 39, 0.4*, -84*, -51*, 15, -34*, -21*
> O=C(/C=C/c1ccc(F)cc1)c1ccc(NC(=O)N2CCN(c3cc4c(cc3F)c(=O)c(C(=O)O)cn4C3CC3)CC2)cc1
→ 88, 91, 95, 98, /, 90, 94, 106
> COc1cc2c(c(OC)c1OC)C(=O)CC(c1cccc(NC(=O)CNC(=O)OC(C)(C)C)c1)O2 (centres undefined)
→ 91, /, 96, 113, 111, 104, 101, 95
> CC(=O)OCC1OC(OC2C(OC(C)=O)C(OC(C)=O)COC2(COC(C)=O)OC(C)=O)C(OC(C)=O)C(OC(C)=O)C1OC(C)=O (centres undefined)
→ 104, 84, 89, 108, 102, 109, 97, 93
> Cc1noc(C)c1C(=O)OCc1coc2ccccc2c1=O
→ 83, 82, 45, 76, 104, 80, 68, 78
> Cn1c2ccc(Br)cc2c2c3c(c4c5ccccc5ccc4c21)C(=O)NC3=O
→ 104, 111, 106, 117, 92, 99, 107, 116
> COc1ccc(-c2cc(-c3nnc(SC/C(=N/O)c4ccccc4)o3)c3ccccc3n2)cc1OC
→ 97, 73, /, 94, 87, 88, 89, 91
> CCOc1nc(-c2cccs2)n2nc(-c3cccs3)cc2n1
→ 85, 47, 93, 88, 98, 83, 86, 75

An excerpt from above in order of heavy-atom count, ascending.
Under each structure: SNB-19, SNB-75, CAKI-1, RXF 393, A498, SF-268, SF-539, ACHN
> CC(=O)N1CCCCC1
→ 102, 97, 98, /, 102, 113, 99, 91
> N#CCN(CC#N)CCN(CC#N)CC#N
→ 103, 127, /, 113, 81, 113, 109, 108
> CCc1cccc2c1S/C(=C/c1ccc(Cl)cc1)C2=O
→ 95, 73, 87, 105, 113, 93, 89, 91
> Cc1noc(C)c1C(=O)OCc1coc2ccccc2c1=O
→ 83, 82, 45, 76, 104, 80, 68, 78
> COc1ccc(Nc2ncc(I)c(NCCCNC(=O)C3CCC3)n2)cc1
→ 25, 39, 0.4*, -84*, -51*, 15, -34*, -21*
> CCc1nc2cc(/C=C/C(=O)NO)ccc2c(=O)n1CCc1ccc(F)cc1
→ 24, 31, 0.1*, -29*, -26*, 9.3*, 4.1*, -27*
> O=C(CSC(=S)N1CCN(Cc2ccccc2)CC1)Nc1nc2ccccc2s1
→ 100, 81, 85, 114, 118, 105, 105, 100
> O=C(COc1cccc(/C=C2\Oc3ccccc3C2=O)c1)c1ccc([N+](=O)[O-])cc1
→ 91, 82, 108, 98, 100, 96, 97, 101
> COc1cc2c(c(OC)c1OC)C(=O)CC(c1cccc(NC(=O)CNC(=O)OC(C)(C)C)c1)O2 (centres undefined)
→ 91, /, 96, 113, 111, 104, 101, 95
> COc1ccc(-c2cc(-c3nnc(SC/C(=N/O)c4ccccc4)o3)c3ccccc3n2)cc1OC
→ 97, 73, /, 94, 87, 88, 89, 91
> COc1ccc(-c2cc(-c3cc(OC)c(OC)c(OC)c3)c(C#N)c(=O)n2Cc2ccc(C(=O)NO)cc2)cc1
→ 92, 67, 86, 102, 75, 91, 89, 102
> O=C(/C=C/c1ccc(F)cc1)c1ccc(NC(=O)N2CCN(c3cc4c(cc3F)c(=O)c(C(=O)O)cn4C3CC3)CC2)cc1
→ 88, 91, 95, 98, /, 90, 94, 106

Next section
Under each structure: SNB-19, SNB-75, CAKI-1, RXF 393, A498, SF-268, SF-539, ACHN
> CC(=O)N[C@H](CS)C(=O)O
→ 110, 86, 98, 107, 104, /, 101, 104
> CC(C)C1=CCC(NC(=O)Nc2ccc(N=Cc3ccccc3O)cc2)C=C1 (centres undefined)
→ 99, 97, /, 79, 95, 89, 94, 90
> Cc1occc1-c1nc2s/c(=C/c3ccc(-c4cc(C(F)(F)F)ccc4Cl)o3)c(=O)n2n1
→ 98, 98, 89, 108, 105, 97, 103, 102
> NC(=O)c1c(NC(=O)c2ccc(C(F)(F)F)cc2Cl)sc2c1CCC(=O)C2
→ 14, -82*, -82*, -39*, 62, -2.1*, -85*, -91*
> FC(F)(F)c1ccc(Nc2nnc(-c3ccccc3)o2)cc1
→ 94, 87, 92, 113, 103, 102, 106, 108
> CNS(=O)(=O)Oc1ccc(NC(=O)C2CCCC2)cc1
→ 98, 102, 99, 109, 112, 89, 93, 102
> O=C(Nc1ccccc1F)c1ccccc1
→ 102, 104, 96, 111, 102, 105, 100, 106
> C[N+](C)(C)C(Cc1c[nH]c2ccccc12)C(=O)O (centres undefined)
→ 116, 103, 91, 98, 169, 121, 98, 99
> COc1ccc2cc1Oc1ccc(cc1)C[C@H]1c3cc(c(OC)cc3CCN1C)Oc1c(OC)c(OC)cc3c1[C@H](C2)N(C)CC3
→ 58, -7.6*, /, 47, 72, 78, -74*, 74
> CCCCOCCOCCOC(=O)COc1ccc(OC)cc1
→ 105, 84, /, 101, 97, 96, 102, 101
